# SSB-PriA inh = blocks PriA binding to SSB C-terminal tail; AlphaScreen SSBct-PriA binding, biotinylated peptide; inhibition, % at 33 µM; 430,000 compounds, 0.6% hits; AID 1272365; in the data active means inhibition mostly above about 37%, no sharp cut-off; inactive means mostly below about 20%;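 further: plate controls were negative control peptide for no effect and reference peptide for full effect; strong numbers were not always called active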
# Numbers without * were called inactive; i = inactive; & = joins results of further samples.
smiles	SSB-PriA inh
Cc1nc(SC(C)c2ccccc2)[nH]c(=O)c1CC(=O)N1CCCC1 (stereo not drawn)	2
O=C(NCC(=O)N1CCC(COCc2ccc(Cl)cc2)CC1)c1ccccc1	-15
COc1ccc(Br)c(C(=O)NCC(O)Cn2ccccc2=O)c1 (stereo not drawn)	-10
COc1cccc(CNC(=O)Cn2cccc(-c3nc(-c4ccc(Br)cc4)no3)c2=O)c1	-8
CC1(C)COC(=O)C1OC(=O)c1ccccc1C(=O)O (stereo not drawn)	-5
O=C(Nc1nc2c(s1)CCc1ccccc1-2)c1ccc(Cl)cc1Cl	-13
NC(=Nc1nc(CSc2ccccn2)cc(=O)[nH]1)Nc1ccc(Cl)cc1Cl	-5
O=C(CN1C(=O)CCOc2ccccc21)Nc1nc(-c2ccccn2)cs1	93*
CS(=O)(=O)N1CC(C(=O)NC2CCCC2)C1	-1
O=C(CSc1ncccn1)N1CCCC(c2nnc(C(F)(F)F)o2)C1 (stereo not drawn)	-11
CSc1ccc(NC(=O)C2CC2)nn1	12
CN(Cc1ccccc1)S(=O)(=O)c1ccc(-c2nc(C#N)c(NCc3cccnc3)o2)cc1	3
CN(C)C(=O)C1CN(S(C)(=O)=O)C1	-15
COc1ccc(C(=O)NCC2(c3cccs3)CCCC2)cc1OC	-8
Fc1ccc(-c2nnc(Oc3cccc(C(F)(F)F)c3)c3ccccc23)cc1	1
O=C(CCCn1nc(-c2ccc(Cl)cc2)ccc1=O)Nc1ccccc1-c1ccccc1	-6
COc1ccc(CCS(=O)(=O)Nc2ccc3c(c2)OCC(C)(C)C(=O)N3CCC(C)C)cc1	14
Cc1onc(-c2ccccc2Cl)c1C(=O)N1CCN=C1SCc1ccccc1F	0
COc1ccccc1C1=NN(C(C)=O)C(c2ccc3nccnc3c2)C1 (stereo not drawn)	-2
COC(=O)c1ccc(C(=O)NCCn2ccc(C(F)(F)F)n2)cc1	-2
Cc1cc(NC(=O)c2cccn(OCc3ccc(F)cc3)c2=O)no1	-6
S=c1[nH]nc(-c2cc(-c3ccccc3)n[nH]2)n1N=Cc1c(Cl)cccc1Cl	3
COc1ccc2nc(-n3nc(C)cc3NC(C)=O)sc2c1	-11
Cc1csc(NN=Cc2c(F)cccc2Cl)n1	0
COc1ccc(C(=O)C(C#N)=NNc2ccc([N+](=O)[O-])cc2)cc1	-15

# Another view of some results above:
Compound: O=C(CN1C(=O)CCOc2ccccc21)Nc1nc(-c2ccccn2)cs1
  SSB-PriA inh = 93*
Compound: CS(=O)(=O)N1CC(C(=O)NC2CCCC2)C1
  SSB-PriA inh = -1
Compound: O=C(CSc1ncccn1)N1CCCC(c2nnc(C(F)(F)F)o2)C1 (stereo not drawn)
  SSB-PriA inh = -11
Compound: CSc1ccc(NC(=O)C2CC2)nn1
  SSB-PriA inh = 12

# The listing picks up with the two entries that preceded the break.
smiles	SSB-PriA inh
Cc1csc(NN=Cc2c(F)cccc2Cl)n1	0
COc1ccc(C(=O)C(C#N)=NNc2ccc([N+](=O)[O-])cc2)cc1	-15
Cc1ccc(Cl)cc1N1CCN(C(=O)c2cn(-c3ccc(C#N)cc3)cn2)CC1	-5
CCSc1ccccc1C(=O)NCC1CCN(c2nccnc2C#N)CC1	-19
Cc1ccc(NC(=O)C(=O)NCC2CCN(C(C)C)CC2)cc1C	-10&-6
O=C(Nc1cc(Oc2ccccc2)cc([N+](=O)[O-])c1)c1cc2nc(-c3cccs3)cc(C(F)(F)F)n2n1	-6
C(=NN(c1ccccc1)c1ccccc1)c1ccc2c(c1)OCO2	-15
CCN1CCN(c2oc(-c3ccc(S(=O)(=O)N4CCC(C)CC4)cc3)nc2C#N)CC1	9
CNC(=O)Nc1ccc(C(=O)N/N=C/C23CC[C@@H](O)CC2(O)CC[C@@H]2[C@@H]3CCC3(C)C(C4=CC(=O)OC4)CCC23O)cc1 (stereo partly drawn)	i
COC(=O)NN=Cc1ccc(OC/C=C/c2ccccc2)c(OC)c1	1
O=C(NCCn1nc(-c2cccs2)n(C2CC2)c1=O)c1ccsc1	-9
CO[C@@H](CNC(=O)c1ccsc1)c1ccccc1Cl	-13
Cc1nc2ccccc2n1Cc1ccc(C(=O)O)o1	-16&-4
Cc1cccc(C(=O)Nc2ccc3c(c2)N(CCC(C)C)C(=O)C(C)(C)CO3)c1	9
O=C(NCC1CCN(c2nc3ccccc3s2)CC1)Nc1ccccc1F	0
N=C1N=C(N)CS1	-15
CCCn1c(=S)[nH]c2cc(C(=O)N3CCC(C(N)=O)(N4CCCCC4)CC3)ccc2c1=O	-14
O=C(NN=Cc1ccsc1)c1cc(-c2ccncc2)nc2ccccc12	5
Cc1cc(C(=O)NCCn2nc(-c3ccccn3)c3c2CCCC3)c(C)o1	-9
O=C(O)c1cc(NN=C/C(Cl)=C/c2ccccc2)ccc1Cl	-9
COc1ccc(CCNC(=O)CSc2nnc(NC(=O)COc3ccc(Cl)cc3Cl)s2)cc1OC	-11
O=C(C1COc2ccccc2O1)N1CC(c2nc(-c3cccc(Cl)c3)no2)C1 (stereo not drawn)	1
CC(=O)Oc1ccc(N2C(=O)CC(Nc3ccc(N4CCOCC4)cc3)C2=O)cc1 (stereo not drawn)	-9
O=C(NCC1(c2cccs2)CC1)C(=O)Nc1ccc2c(c1)OCO2	-4
Cc1ccc(-n2ncc3c(=O)[nH]c(SCC(=O)Nc4ccccc4C)nc32)cc1	-1
CCn1c(=NC(=O)c2sc3ccccc3c2Cl)sc2c(C)ccc(OC)c21	-5
C/C(=N/NC(=O)c1[nH]nc(-c2ccccc2)c1C)c1ccc(Br)cc1	6

# New compounds follow:
smiles	SSB-PriA inh
O=C(Cn1ccn(-c2cccc3ccccc23)c(=O)c1=O)NCc1ccco1	7
COc1ncccc1C(=O)N1CCc2nc(NC(=O)c3ccco3)sc2C1	-22
Cc1cc(NC(=O)C(=O)NCCn2ccnc2C)no1	-19
O=c1[nH]c2nc(N3CCSCC3)ncc2c(=O)n1CCc1cccs1	-14
O=C1O[C@H](C(=O)Nc2ccc(Br)cc2)Cc2ccccc21	-8
COCCN1CCC(CNC(=O)C(=O)Nc2cc(C)on2)CC1	1
COc1ccc2cc(S(=O)(=O)c3ccc(C)c(Cl)c3)c(=O)oc2c1	-9
O=C(NC[C@@](O)(c1ccccc1)C1CC1)c1ccccc1F	3
COc1ccc(S(=O)(=O)N2CCCCC2CC(=O)Nc2cc(Cl)ccc2OC)cc1 (stereo not drawn)	8
O=C(NCc1cccs1)N1CCN(CC(O)c2ccco2)CC1 (stereo not drawn)	-8
CCSc1ccccc1C(=O)NC1CCN(c2nccs2)CC1	-1
O=C(CSc1ccc(Cl)cc1)Nc1nc2c(s1)CN(Cc1ccccc1)CC2	-14
CCOc1ccc(N(CC(=O)NN=Cc2cccnc2)S(C)(=O)=O)cc1	-4
O=C(NCc1nn(C2CCCC2)c(=O)c2ccccc12)c1ccc2nsnc2c1	-18
CC(=O)N(Cc1ccncc1)c1nc2c(C)cc(Cl)cc2s1	-5
Cc1cc(C)nc(N=C(N)Nc2cccc([N+](=O)[O-])c2)n1	-15
CN(C)C(=O)Oc1ccc(C(=O)c2ccc(Cl)cc2)cc1	7
Cc1cc(S(=O)(=O)NCC(c2ccsc2)N2CCN(C)CC2)ccc1F (stereo not drawn)	-12
COc1ccc(C(=O)N(Cc2cccnc2)c2nc3ccc(OC)cc3s2)cc1	8
CSc1ccccc1C(=O)N1CCCCC1c1cc(C(N)=O)n[nH]1 (stereo not drawn)	-19
CC(C)N(CC#CCNC(=O)Cc1ccccc1)C(C)C	-10
CCOC(=O)N1CCN(c2ccc(OC)nn2)CC1	-7
COC(=O)c1ccc(NC(=O)c2nnn(Cc3cc(Br)ccc3OC)c2N)cc1	3
CCOCC(=O)Nc1ccc2c(c1)N(C(=O)C(C)C)CCC2	-21
COc1cc(C=Nc2ccc(NC(C)=O)cc2)ccc1OC(=O)c1cc(OC)c(OC)c(OC)c1	-7

# Next section:
smiles	SSB-PriA inh
CN(C)c1cccc(C(=O)NC[C@H](O)c2ccc3c(c2)CCO3)c1	-5
Cc1noc(Cc2ccccc2NC(=O)Nc2cccc(Cl)c2)n1	-9
Cc1nc(SCc2cccc(Cl)c2)[nH]c(=O)c1CC(=O)N1CCN(C(=O)c2ccco2)CC1	-14
O=C(Nc1ccccc1C(F)(F)F)c1cnc2sccn2c1=O	-6
Cc1cc(OC2CCN(C(=O)Cn3cccc3)C2)cc(=O)o1 (stereo not drawn)	15
Cc1cc(C)n(CC(=O)NN=Cc2ccc(C)o2)n1	-6
CN(CC#CCNC(=O)Cc1ccc(F)cc1)Cc1ccccc1	2
Cc1nc(-n2nc(-c3ccco3)cc2NC(=O)c2cc(=O)c3ccccc3o2)[nH]c(=O)c1C	-9
COCCN(Cc1ccoc1)C(=O)c1cc(C)on1	7
COc1ccc(N2C(=O)CCS2(=O)=O)cc1S(=O)(=O)NCc1ccccn1	-8
C(=C\CSc1cccc2cccnc12)/CSc1cccc2cccnc12	48
COc1ccccc1OCC(=O)NCC1CCN(Cc2ccco2)CC1	-7
CC1C(=O)N2CCCc3cc(S(=O)(=O)Nc4cc(F)ccc4F)cc1c32 (stereo not drawn)	14
CCc1cccc(NC(=O)C2CCN(c3ccc(S(=O)(=O)c4ccc(C)cc4)nn3)CC2)c1	-3
O=C(CCc1ccccc1)Nc1nnc(-c2ccc(Cl)s2)o1	-9&-3
COc1cccc(C(CNC(=O)NC(c2ccccc2)c2ccccc2)OC)c1 (stereo not drawn)	11
Cc1cc(C)nc(N=C2NC(=O)CC(C(=O)O)N2c2ccc(Oc3ccccc3)cc2)n1 (stereo not drawn)	-9
Cc1cc(C)c(C)c(S(=O)(=O)NCc2ccc(C(=O)O)cc2)c1C	4
Cc1ccc2cc(CCNC(=O)c3ccccc3F)c(=O)[nH]c2c1	-6
O=C(NCc1cccnc1)c1ccc(=O)n(Cc2cccc(F)c2)n1	-2
CCOc1ccc(C(=O)N(CCCN(C)C)c2nc3c(C)cc(C)cc3s2)cc1	28
COc1ccc(C=NNC(=O)c2cccc(O)c2)cc1Cn1nc(C)c([N+](=O)[O-])c1C	-3
COc1ccc(CCNC(=O)c2cc(-c3sc(-c4cccc(Cl)c4)nc3C)[nH]n2)cc1OC	-1
O=C(NCCCN1CCCC1=O)C(=O)NCC1OCCN1S(=O)(=O)c1cccs1 (stereo not drawn)	-7
Cc1ccc(-c2ccc3nn(CC(=O)Nc4ccc(Br)cc4F)c(=O)n3n2)cc1	-20

# Further entries.
smiles	SSB-PriA inh
CC(C)(C)C(=O)NCCN1CCN(c2ccccc2F)CC1	-4
O=C(Cc1csc2nc(-c3ccccc3)cn12)Nc1ccc(F)c(F)c1	1
CC(=NNC(=O)c1cccs1)c1ccncc1	-3
COC(=O)C1=C(C)Nc2ncnn2[C@H]1c1cccc(Cl)c1Cl	-9
O=C(NN=Cc1[nH]c2ccccc2c1Cl)c1cccc(Br)c1	-11
O=C(/C=C/c1cccs1)N(Cc1cccnc1)c1nc2ccc(Cl)cc2s1	5
Cc1cc(N)nc(Nc2ccc(Nc3ccccc3)cc2)n1	41*
Cc1cc(C(=O)Nc2nc3c(s2)CN(C)CC3)no1	-7
O=C(C1CCN(c2ccc(-c3ccccc3)nn2)CC1)N1CCN(c2ccccc2F)CC1	-11
CN(C)c1ccc(CCCNC(=O)C(=O)Nc2ccc(F)cc2)cc1	-7
CC1CCN(C(=O)CCCNS(=O)(=O)c2ccc(Cl)cc2)CC1	2
O=C(c1cccs1)N1CCN(C(=O)c2cnn3c2CCCC3)CC1	-18
Cc1ccsc1C=NNC(=O)c1cc(C(C)(C)C)[nH]n1	-2
Brc1cccc(C=Nn2cnnc2)c1	1
CC1(C)CC(=O)c2cc(C#N)c(SCc3ccccc3Cl)nc2C1	-23
Cc1ccn2cc(-c3ccc(NS(=O)(=O)c4ccc5ccccc5c4)cc3)nc2n1	1
O=S(=O)(Cc1ccccc1)NCC(c1ccsc1)N1CCOCC1 (stereo not drawn)	-5
CCCc1nnsc1C(=O)N1CCc2nc(NC(=O)c3ccsc3)sc2C1	-2
COc1cccc(NC(=O)C(=O)NN=Cc2ccc3c(c2)OCO3)c1	-12
O=C(CC1CCCCN1S(=O)(=O)c1cccs1)NCc1c(F)cccc1F (stereo not drawn)	23
COc1ccc(NC(=O)COc2ccc(C=NO)cc2OC)cc1	-3
COc1ccccc1Cc1noc(C2CN(C(=O)c3ccc(S(=O)(=O)N(C)C)cc3)C2)n1	2
CCCC(=O)Nc1ccc(N2CCCC2=O)cc1	9
O=C(O)CCC(=O)Nc1cccc(F)c1	-7
CCSc1ccc(C(N)=NOC(=O)c2cccs2)cn1	-23

# An excerpt from above in order of heavy-atom count, largest number first:
smiles	SSB-PriA inh
CC1(C)CC(=O)c2cc(C#N)c(SCc3ccccc3Cl)nc2C1	-23
CCSc1ccc(C(N)=NOC(=O)c2cccs2)cn1	-23
O=C(O)CCC(=O)Nc1cccc(F)c1	-7

# More compounds.
smiles	SSB-PriA inh
Cc1nc(C)c(C(=O)NCCCn2nc(-c3ccccc3)ccc2=O)s1	-15
CN1C(=O)C(C)(C)COc2cc(NC(=O)c3cc(Cl)ccc3[N+](=O)[O-])ccc21	30
O=C(NCc1cc(-c2ccc(F)cc2)on1)C1(c2ccc(Cl)cc2)CCCC1	-13
O=C1CCCCN1c1cccc(NS(=O)(=O)CCc2ccccc2)c1	11
O=C(CCc1csc(NC(=O)NC2CCCCC2)n1)NC1CCN(Cc2ccccc2)CC1	-9
NC(=O)c1c(NC(=O)CCSc2ccc(Cl)cc2)sc2c1CCCCC2	-5

# Screening data deposited in PubChem by Small Molecule Screening Facility, UW Madison.

# An excerpt. The share of hits here may be higher or lower than overall.
